BL2 CD40 inh: CD40 pathway inhibition in BL2 cells. AID 1053188. BL2 NF-kB luciferase reporter, CD40L-induced, 4 h. 0.94% of 83,000 active. inhibition, % at 10 µM;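 active = mean inhibition of at least 50% with a set share of replicates also reaching that level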;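 also: 0% = neutral control wells and 100% = IKK inhibitor VII at 50 µM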
An asterisk follows results filed as active; [ ] = dose if it differs, or a comment.

Screening COc1ccc(C#Cc2cnc3c(c2)C(=O)N([C@H](C)CO)C[C@H](C)[C@H](CN(C)Cc2cccc(C)c2)O3)cc1OC returned BL2 CD40 inh -2[25 µM].
Screening CN(Cc1cccc([N+](=O)[O-])c1)Cc1cccc2ccccc12 returned BL2 CD40 inh 9.
`CCc1nc2c(OCc3ccc(F)c(F)c3)cccn2c1N(C)C(=O)c1ccc(OC)cc1` gave BL2 CD40 inh 3.
`CN(C[C@H]1[C@H](c2ccccc2)[C@@H](CO)N1Cc1ccccn1)S(C)(=O)=O` gave BL2 CD40 inh -3[25 µM].
Screening CCS(=O)(=O)N1CC2(C1)[C@H](c1ccccc1)[C@H](CO)N2Cc1ccccn1 returned BL2 CD40 inh 8[25 µM].
For N#C[C@@H]1[C@H](c2ccc(C3=CCCC3)cc2)[C@H](CO)N1C(=O)Nc1ccccc1F the results were BL2 CD40 inh -1.
COc1ccc(CC2(CO)CCN(Cc3cnn(-c4ccccc4OC)c3)CC2)cc1 was read as BL2 CD40 inh 5.
`O=C(Cc1ccccc1)N1CCN(S(=O)(=O)c2ccc([N+](=O)[O-])cc2)CC1` gave BL2 CD40 inh 10.
Screening CC(C)COC(=O)N(C)C[C@@H]1OCc2ccccc2-c2ccccc2C(=O)N([C@@H](C)CO)C[C@H]1C returned BL2 CD40 inh -1[25 µM].
COc1ccc(N2C(=O)CC(N(CCc3ccccc3)C(=O)/C=C/C(=O)O)C2=O)cc1 (stereo unspecified) was read as BL2 CD40 inh -5.
Screening CN(Cc1ccccc1)C(=O)[C@H]1CCC(=O)N1Cc1ccco1 returned BL2 CD40 inh 8.
O=c1c2ccccc2c(-c2ccccc2)nn1Cc1ccc(Cl)cc1 was read as BL2 CD40 inh -6.
COc1ccc(-c2ccc([C@@H]3[C@H](C#N)N[C@H]3CO)cc2)cc1 was read as BL2 CD40 inh -35[25 µM].
Screening C[C@H]1CN([C@@H](C)CO)C(=O)Cc2cc(NC(=O)c3ccncc3)ccc2O[C@@H]1CN(C)C(=O)Nc1ccc(F)cc1 returned BL2 CD40 inh 3[25 µM].
C[C@@H](NC(=O)C[C@H]1CC[C@@H]2[C@@H](COc3ccc(NC(=O)C4CCOCC4)cc3C(=O)N2C)O1)c1ccccc1 was read as BL2 CD40 inh -5[25 µM].
CN1c2ccc(Br)cc2[C@H]2[C@H](CCN2C(=O)CN2CCOCC2)[C@H]1CO was read as BL2 CD40 inh -11[25 µM].
For CCn1c(=S)[nH]c2c(=O)n(C)c(=O)n(C)c21 the results were BL2 CD40 inh 3.
`CCOc1ccccc1NC(=O)C(OC(=O)c1cnccn1)c1ccccc1` (stereo unspecified) gave BL2 CD40 inh 5.
Screening CCCn1cnnc1CNC(=O)C1CCC(=O)N(CCc2cccc(F)c2)C1 (stereo unspecified) returned BL2 CD40 inh 6.
`CCOC(=O)c1ccc(S(=O)(=O)NNS(=O)(=O)c2ccc(C)cc2)cc1` gave BL2 CD40 inh 12.
Screening FC(F)Oc1ccc(NC(=S)Nn2cnnc2)cc1 returned BL2 CD40 inh 8.
Cc1noc(C)c1S(=O)(=O)Nc1ccc2c(c1)C(=O)N([C@H](C)CO)C[C@H](C)[C@H](CN(C)C(=O)c1ccncc1)OCCCC[C@@H](C)O2 was read as BL2 CD40 inh 2.
CC(=O)c1c(C)[nH]c(C(=O)N2CCc3ccccc3C2)c1C was read as BL2 CD40 inh 18.
`CN(CC(=O)Nc1ccc(N2CCOCC2)cc1)C(=O)CCc1cc(C(C)(C)C)c(O)c(C(C)(C)C)c1` gave BL2 CD40 inh -5.
`COc1cc(/C=N/NC(=O)C(=O)NCC2CCCO2)ccc1OCC(=O)N1CCOCC1` (stereo unspecified) gave BL2 CD40 inh 2.
`Cc1ccc(S(=O)(=O)N(C)C[C@H]2OCCCC[C@@H](C)Oc3ccc(NC(=O)c4ccncc4)cc3C(=O)N([C@H](C)CO)C[C@@H]2C)cc1` gave BL2 CD40 inh -3[25 µM].
For Cc1ccc(C)c(N2CCN(C(=O)Nc3ccc4c(c3)N(C)C(=O)CS4)CC2)c1 the results were BL2 CD40 inh 42.
Screening COCc1cn(CC[C@H]2CC[C@H](NC(=O)Nc3ccc4c(c3)OCO4)[C@H](CO)O2)nn1 returned BL2 CD40 inh -2.
O=C(O)c1ccccc1C(=O)Nc1ccc(-n2nccc2C(F)(F)F)cc1 was read as BL2 CD40 inh 1.
`O=C(CCN1CCCCC1)N[C@H]1CC[C@@H](CCn2cc(-c3cccc(F)c3)nn2)O[C@H]1CO` gave BL2 CD40 inh 5[25 µM].

Random excerpt: 4 records from the list.
CN1c2ccc(Br)cc2[C@H]2[C@H](CCN2C(=O)CN2CCOCC2)[C@H]1CO was read as BL2 CD40 inh -11[25 µM].
Screening COCc1cn(CC[C@H]2CC[C@H](NC(=O)Nc3ccc4c(c3)OCO4)[C@H](CO)O2)nn1 returned BL2 CD40 inh -2.
Cc1noc(C)c1S(=O)(=O)Nc1ccc2c(c1)C(=O)N([C@H](C)CO)C[C@H](C)[C@H](CN(C)C(=O)c1ccncc1)OCCCC[C@@H](C)O2 was read as BL2 CD40 inh 2.
Screening FC(F)Oc1ccc(NC(=S)Nn2cnnc2)cc1 returned BL2 CD40 inh 8.

The results go on:
CO[C@@H]1CN(C)C(=O)c2ccc(NC(=O)c3nc4ccccc4s3)cc2OC[C@@H](C)N(Cc2cccnc2)C[C@H]1C was read as BL2 CD40 inh 1[25 µM].
`COC(=O)Cn1cnc2c(oc3ccccc32)c1=O` gave BL2 CD40 inh -55.
Screening CCOC(=O)C1=C(CS(=O)(=O)c2ccc(C)c(C)c2)NC(=O)NC1c1ccc(O)cc1 (stereo unspecified) returned BL2 CD40 inh 11.
Screening CN(C)CC(=O)N1[C@H](C#N)[C@H](c2ccccc2-c2ccc(C(=O)N(C)C)cc2)[C@@H]1CO returned BL2 CD40 inh -13[25 µM].
For COc1ccc(C(=O)c2coc3ccc(O)c(CN4CCCC4)c23)cc1 the results were BL2 CD40 inh -24.
Screening O=C(NCc1cccnc1)c1ccc(COc2ccc3c(c2)CCC3)o1 returned BL2 CD40 inh -3.
`COc1ccc(C(CC(=O)Nc2ccccc2OC)n2cccc2)cc1` (stereo unspecified) gave BL2 CD40 inh -1.
For CCC(=O)N1[C@H](CO)[C@H]2c3ccccc3N(C(=O)Nc3ccc(Cl)cc3)C[C@H]21 the results were BL2 CD40 inh -7[25 µM].
`O=C1[C@@H](Cc2ccc(F)cc2)CCn2cc(nn2)COC[C@H]2CCCN12` gave BL2 CD40 inh -9[25 µM].
For CN1C[C@@H]2[C@H](c3ccccc31)[C@H](CO)N2C(=O)C1CCCC1 the results were BL2 CD40 inh 2.
Screening O=C1CC(c2ccccc2)=NN1c1nc(-c2ccccc2)cs1 returned BL2 CD40 inh -17.
Screening CCOC(=O)C1(CC2CCCCO2)CCN(S(=O)(=O)c2ccccc2)CC1 (stereo unspecified) returned BL2 CD40 inh 20.
For Cc1ccc(CNC(=O)CCc2nc(-c3cccs3)no2)cc1 the results were BL2 CD40 inh -3.
Screening CCN(C(=O)CSc1nnc(-c2ccccc2OC)n1N)c1c(N)n(Cc2ccccc2)c(=O)[nH]c1=O returned BL2 CD40 inh 0.
`Cc1[nH]n(-c2ccccc2)c(=O)c1/C=N/NC(=O)c1ccoc1C` gave BL2 CD40 inh 2.
For O=C(CCN1C(=O)c2ccccc2S1(=O)=O)N1CCN(c2ccccc2F)CC1 the results were BL2 CD40 inh 21.
O=C(c1cc(-c2ccco2)nc2ccccc12)N1CCN(Cc2ccccc2)CC1 was read as BL2 CD40 inh -18.
COc1cccc(NC(=O)N2[C@H](CO)[C@H](c3ccccc3)[C@H]2CNC(C)C)c1 was read as BL2 CD40 inh 25.
O=C(OCC(=O)N1CCCC1)c1ccccc1C(=O)c1ccccc1 was read as BL2 CD40 inh -33.
Screening Cn1cnc(CCNC(=O)C[C@H]2CC[C@@H]3[C@H](COC[C@H](O)CN3C(=O)Nc3ccc(C(F)(F)F)cc3)O2)c1 returned BL2 CD40 inh 4[25 µM].
Screening Cc1c(C(=O)NC(C)c2ccncc2)oc2ccccc12 (stereo unspecified) returned BL2 CD40 inh 3.
For COc1ccccc1OCC#CCNC1CCCCC1C (stereo unspecified) the results were BL2 CD40 inh 13.
Screening Cc1cc(=O)[nH]c2c(C)c(Cl)ccc12 returned BL2 CD40 inh 4.
Screening O=C(c1cccnc1)N1N=C(c2cccs2)CC1c1ccc(F)cc1 (stereo unspecified) returned BL2 CD40 inh 0.
O=S(=O)(NCc1cccnc1)c1cccn1-c1ncc(C(F)(F)F)cc1Cl was read as BL2 CD40 inh 14.
`Cc1cc(NC(=O)c2cccc3ccccc23)cc(C)c1OCC(=O)N1CCOCC1` gave BL2 CD40 inh -12.
`CC(C)Cn1nc(C(=O)NCc2ccccc2CN2CCCC2)c2ccccc2c1=O` gave BL2 CD40 inh 14.
`COc1cccc(N2CCN(C(=O)c3cccc(S(=O)(=O)N4CCCC4)c3)CC2)c1` gave BL2 CD40 inh -11.
CN1C[C@@H]2[C@H](c3ccccc31)[C@@H](CO)N2Cc1ccccc1F was read as BL2 CD40 inh -1[25 µM].
For COC(=O)c1ccc(-n2c(C)cc(/C=N/n3cnnc3)c2C)cc1 the results were BL2 CD40 inh 2.

A draw from above in order of molar mass, low to high:
Screening FC(F)Oc1ccc(NC(=S)Nn2cnnc2)cc1 returned BL2 CD40 inh 8.
Screening CN(Cc1ccccc1)C(=O)[C@H]1CCC(=O)N1Cc1ccco1 returned BL2 CD40 inh 8.
Screening O=C1CC(c2ccccc2)=NN1c1nc(-c2ccccc2)cs1 returned BL2 CD40 inh -17.
For COc1ccc(C(=O)c2coc3ccc(O)c(CN4CCCC4)c23)cc1 the results were BL2 CD40 inh -24.
O=C(O)c1ccccc1C(=O)Nc1ccc(-n2nccc2C(F)(F)F)cc1 was read as BL2 CD40 inh 1.
COc1ccc(CC2(CO)CCN(Cc3cnn(-c4ccccc4OC)c3)CC2)cc1 was read as BL2 CD40 inh 5.
Screening C[C@H]1CN([C@@H](C)CO)C(=O)Cc2cc(NC(=O)c3ccncc3)ccc2O[C@@H]1CN(C)C(=O)Nc1ccc(F)cc1 returned BL2 CD40 inh 3[25 µM].

Going on with the list.
`CCOC(=O)c1sc(N)c(C(=O)Nc2ccccc2)c1C` gave BL2 CD40 inh -54.
Screening O=C1CSC2=NCN(c3ccc4c(c3)OCO4)CN12 returned BL2 CD40 inh -51.
Screening CCCC#Cc1ccc([C@H]2[C@@H](C#N)N(C(=O)CN3CCOCC3)[C@H]2CO)cc1 returned BL2 CD40 inh -5[25 µM].
`CN(C)C(=O)[C@@H]1[C@@H](CO)[C@@H]2Cn3c(ccc(/C=C/c4ccccc4)c3=O)[C@@H]2N1C(=O)c1cccnc1` gave BL2 CD40 inh -4[25 µM].
Screening O=C(c1ccc(F)cc1)N1CC(=O)N2[C@H](CO)[C@H](c3ccc(C#CCC4CCCC4)cc3)[C@@H]2C1 returned BL2 CD40 inh 29[25 µM].
For C[C@H]1CN([C@@H](C)CO)C(=O)CCCn2nncc2CO[C@@H]1CN(C)CC1CC1 the results were BL2 CD40 inh -3.
For NCCN1C(=O)c2ccccc2C1(O)c1ccc(Cl)cc1 (stereo unspecified) the results were BL2 CD40 inh 1.
COc1cccc(NC(=O)CN(C)C(=O)/C=C/c2cn(-c3ccccc3)nc2-c2ccc(C)cc2)c1 was read as BL2 CD40 inh -21.
Screening CN(C(=O)CSc1nnc(-c2cccs2)n1C1CC1)C1CCS(=O)(=O)C1 (stereo unspecified) returned BL2 CD40 inh 0.
`COc1ccc(-c2ccc3c(c2)[C@H]2[C@H](CCN2C(=O)NC2CCCC2)[C@H](CO)N3C)cc1` gave BL2 CD40 inh -8.
`COC(=O)c1ccc(-c2noc(CN(Cc3ccncc3)CC3CCCO3)n2)cc1` (stereo unspecified) gave BL2 CD40 inh -8.
Screening CCn1c(O)c(N=NC(=S)NCC2CCCO2)c2ccccc21 (stereo unspecified) returned BL2 CD40 inh -26.
For CCOC(=O)c1[nH]c2ccccc2c1NC(=O)CCN1CCN(C(=O)OCC)CC1 the results were BL2 CD40 inh 11.
For CN1c2ccc(Br)cc2[C@@H]2[C@@H](CCN2C(=O)C2CCCCC2)[C@@H]1CO the results were BL2 CD40 inh -5.
c1ccc2c(Nc3ccc4c(c3)OCCO4)c3c(nc2c1)CCC3 was read as BL2 CD40 inh 29.
Screening CCOc1ccc(NC(=O)CN(C)C(=O)C2CCN(C(=O)Nc3ccccc3)CC2)cc1OCC returned BL2 CD40 inh -2.
CN1C(=O)c2cc(NC(=O)NCc3ccccc3)ccc2OC[C@@H]2O[C@@H](CC(=O)NCC3CCCCC3)CC[C@H]21 was read as BL2 CD40 inh -1[25 µM].
Screening CC(C)(CNS(C)(=O)=O)SCc1ccc(Cl)cc1 returned BL2 CD40 inh 10.
Screening Cc1cc(C)c(C(N)=O)c(NCCc2ccccc2)n1 returned BL2 CD40 inh 14.
Screening C[C@@H]1CN([C@H](C)CO)C(=O)CCCn2cc(nn2)CO[C@H]1CN(C)C(=O)c1ccncc1 returned BL2 CD40 inh 2[25 µM].
Screening CCOC(=O)C1CCN(CC(O)COCc2cccs2)CC1 (stereo unspecified) returned BL2 CD40 inh 14.
Screening CCN(CC)CCCn1c2c(c(SCC(=O)Nc3nccs3)nc1=O)CCC2 returned BL2 CD40 inh 14.
`COC(=O)c1ccc2nc(NC(=O)C(C)(C)C)sc2c1` gave BL2 CD40 inh 79*.
`O=C(Cn1nc(C(F)F)cc1C1CC1)N1CCCC1` gave BL2 CD40 inh 8.
COc1ccc(-c2nc(SC(C)C(=O)NC3CC3)n[nH]2)cc1 (stereo unspecified) was read as BL2 CD40 inh -18.
`O=C(NCc1ccccn1)Nc1ccc2c(c1)OCO2` gave BL2 CD40 inh -39.
`CCC(=O)N[C@H]1C=C[C@H](CC(=O)NCCN2CCCCC2)O[C@@H]1CO` gave BL2 CD40 inh 0.
N#Cc1ccsc1NC(=O)c1ccc2ncsc2c1 was read as BL2 CD40 inh -59.
`Cc1cc2ccccn2c1C(=O)c1ccncc1` gave BL2 CD40 inh -1.
c1ccc(CN2CCC3(CC2)Nc2ccccc2S3)cc1 was read as BL2 CD40 inh -12.
Screening Cc1ccc(S(=O)(=O)Nc2ccc3nc(-c4cccn4C)[nH]c3c2)cc1 returned BL2 CD40 inh -14.
`CCOC(=O)c1sc2nc(CN3CCCCC3)nc(Cl)c2c1C` gave BL2 CD40 inh 8.
`Cc1cc(NC(=O)CSc2nc(=O)n3cc(Cl)ccc3n2)no1` gave BL2 CD40 inh -6.

An excerpt, so the mix of outcomes need not match the whole.
